Bioassay records: PubChem BioAssay, ICCB-Longwood Screening Facility, Harvard Medical School
Polio RdRp inh: inhibitors of poliovirus RNA polymerase binding and polymerization; poliovirus polymerase elongation, fluorescence polarization; active compounds read low; % elongation, % (compound at 16.7 µg/mL); hit rate 0.66% among 150,000; AID 588519; in the data active = % elongation below about 90%; note: some results filed as inactive read as strong as hits
Target sequence (P03300 1749-2209 limits assumed): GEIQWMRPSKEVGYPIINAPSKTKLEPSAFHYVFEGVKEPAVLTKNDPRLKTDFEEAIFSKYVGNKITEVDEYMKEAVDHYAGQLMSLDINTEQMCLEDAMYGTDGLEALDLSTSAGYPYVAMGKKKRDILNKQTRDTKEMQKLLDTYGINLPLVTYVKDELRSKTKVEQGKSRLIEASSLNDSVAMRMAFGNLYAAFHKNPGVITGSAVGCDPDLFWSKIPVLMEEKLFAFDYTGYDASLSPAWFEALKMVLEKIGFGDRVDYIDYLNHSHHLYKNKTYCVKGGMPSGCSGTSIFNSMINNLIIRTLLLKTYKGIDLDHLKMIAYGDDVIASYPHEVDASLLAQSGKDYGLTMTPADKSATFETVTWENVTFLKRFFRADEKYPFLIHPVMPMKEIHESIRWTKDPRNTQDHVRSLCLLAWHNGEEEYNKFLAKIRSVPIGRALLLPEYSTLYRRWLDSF
Polio RdRp inh FP z-score: second read-out of Polio RdRp inh, no call of its own (marks repeat the call); z-score; measured here: FP z-score; hits read low
Starred values were filed as active, the others as inactive; & = joins results of further samples. A portion of the library. The share of hits here may be higher or lower than overall.

SMILES | Polio RdRp inh | Polio RdRp inh FP z-score
CCOC(=O)CSc1nnc2n(-c3ccccc3)c(=O)c3c4c(sc3n12)CC(C(C)(C)C)CC4 (stereo unspecified) | 105 | 0.1
O=C(COCC(=O)N1CCc2ccccc2C1)N1CCc2ccccc2C1 | 103 | 0.7
c1ccc2c(c1)oc1c(NCC3CCCO3)ncnc12 (stereo unspecified) | 103 | -0.1
CCOC(=O)c1c(NC(=O)/C=C/c2ccc(OCC)cc2)sc(C)c1C | 104 | -0.4
C[C@]12CCC(=O)C=C1C=CC1C2CC[C@@]2(C)C1CC[C@@]2(O)CCC(=O)O (stereo partly specified) | 100 | 0
CCS(=O)(=O)c1ccccc1C(=O)Nc1ccc(-c2nc3ccccc3s2)cc1 | 109 | 0.3
COCCCn1c(=O)c2sccc2n2c(CCCC(=O)NC3CCC(C)CC3)nnc12 (stereo unspecified) | 113 | -0.2
CN1c2ccsc2C(=O)/C(=C/Nc2cccnc2)S1(=O)=O | 100 | -0.5
CCOc1ccc(C(=O)NCCc2sc(-c3ccc(OC)c(OC)c3)nc2C)cc1 | 106 | -0.4
O=C(CSc1nncn1-c1ccccc1)Nc1ccccc1C(=O)Nc1ccc2c(c1)OCO2 | 103 | 0.2
CCOC(=O)c1cc2c(=O)n(C)c3ccccc3c2s1 | 102 | 0.7
COc1cccc(/C=C/C(=O)NC2=NCCS2)c1 | 99 | -0.4
CC(C)C1N=C2c3ccccc3N=C(SCC(=O)NCc3ccc(Cl)cc3)N2C1=O (stereo unspecified) | 106 | 0.1
CSc1ccc(CCNC(=O)Cn2ncc3c([nH]c4ccccc43)c2=O)cc1 | 101 | -1.1
COc1ccc(CN(C)C(=O)c2ccc(=O)[nH]c2)cc1 | 94 | -0.8
Cn1cc(C(=O)NCCc2ccccc2)c(=O)c2cc(S(=O)(=O)N3CCCC3)ccc21 | 99 | -0.9
CCNC(=O)C1CCN(Cc2cc3ccccc3n2Cc2ccc(C)cc2)CC1 | 99 | -1.9
CCSc1nc(-c2ccccc2)nc2c1CCCC2 | 102 | 0.1
Cc1nc(C(F)(F)F)ccc1C(=O)NCC(O)c1ccccc1 (stereo unspecified) | 88* | -2.3*
O=C(CSC1CCCC1)Nc1ccc(N2CCOCC2)cc1 | 104 | 0.2
CCCn1c(SCc2c(C)noc2C)nc2ccccc2c1=O | 103 | 0
COc1ccc(NC(=O)c2c(NCc3ccc(N(C)C)cc3)sc3c2CCC3)cc1 | 86* | -3.4*
Cc1ccc(/C=C(\NC(=O)c2ccccc2)C(=O)NCC2CCCO2)o1 (stereo unspecified) | 100 | -0.4
S=c1sc2ccccc2n1CCn1c(=S)sc2ccccc21 | 103 | -0.1

Single records, as listed above. Values in the order: Polio RdRp inh, Polio RdRp inh FP z-score
Results for COc1ccc(NC(=O)c2c(NCc3ccc(N(C)C)cc3)sc3c2CCC3)cc1 = 86*, -3.4*
Results for CSc1ccc(CCNC(=O)Cn2ncc3c([nH]c4ccccc43)c2=O)cc1 = 101, -1.1
Results for S=c1sc2ccccc2n1CCn1c(=S)sc2ccccc21 = 103, -0.1
Results for COc1ccc(CN(C)C(=O)c2ccc(=O)[nH]c2)cc1 = 94, -0.8
Results for Cc1ccc(/C=C(\NC(=O)c2ccccc2)C(=O)NCC2CCCO2)o1 (stereo unspecified) = 100, -0.4

(continued)
SMILES | Polio RdRp inh | Polio RdRp inh FP z-score
N#Cc1cc(C(N)=O)c(SCc2ccccc2)nc1N | 105 | 0.5
CN1C(=O)c2ccccc2Sc2ccc(NC(=O)c3ccc(C#N)cc3)cc21 | 113 | 1.3
COc1ccccc1N1CCN(C(=O)c2ccccc2C(F)(F)F)CC1 | 100 | -0.5
Cc1ccc(Cn2c(=O)c3ccccc3n3c(SC4CCOC4=O)nnc23)cc1 (stereo unspecified) | 110 | 1
CCOC(=O)CSc1nc(-c2cccnc2)nn1C(=O)c1ccccc1 | 107 | 1.3
O=C1N=c2ccccc2=C1c1sc(=O)[nH]c1O | 96 | -0.6
Cc1ccc(-n2ncc3c(NCCCn4ccnc4)ncnc32)cc1 | 106 | -0.2
COc1cc(NC(=O)CC2C(=O)N(c3cccc(C)c3)C(=O)N2Cc2cccs2)cc(OC)c1 (stereo unspecified) | 107 | -0.2
CC(C(=O)NC1CCc2ccccc21)n1nc2ccccc2n1 (stereo unspecified) | 100 | -0.8
N/C(=N\C(=O)N1CCOCC1)c1ccccc1OC(F)(F)F | 104 | 0.5
CCc1ccc(-c2nc(CN3CCC(C(=O)NCc4ccccc4Cl)CC3)c(C)o2)cc1 | 99 | -1
CC1CCC2(CC1)Nc1ccccc1S2 (stereo unspecified) | 102 | 0

Ordered by heavy-atom count (low to high): some entries from above
SMILES | Polio RdRp inh | Polio RdRp inh FP z-score
CCSc1nc(-c2ccccc2)nc2c1CCCC2 | 102 | 0.1
N#Cc1cc(C(N)=O)c(SCc2ccccc2)nc1N | 105 | 0.5
CCS(=O)(=O)c1ccccc1C(=O)Nc1ccc(-c2nc3ccccc3s2)cc1 | 109 | 0.3
CC(C)C1N=C2c3ccccc3N=C(SCC(=O)NCc3ccc(Cl)cc3)N2C1=O (stereo unspecified) | 106 | 0.1
Cn1cc(C(=O)NCCc2ccccc2)c(=O)c2cc(S(=O)(=O)N3CCCC3)ccc21 | 99 | -0.9

Additional results.
SMILES | Polio RdRp inh | Polio RdRp inh FP z-score
Nc1nc(-c2ccncc2)ncc1S(=O)(=O)Cc1ccco1 | 103 | -0.6
Cc1ccc(-c2csc(NC(=O)/C=C/c3ccco3)c2C(=O)O)cc1 | 100 | -0.4
CCS(=O)(=O)c1ccc2oc(SCc3nc4ccccc4s3)nc2c1 | 104 | -0.3
Cc1cccc(C)c1OCC(=O)NCC1(N(C)C)CCCCC1 | 104 | -0.7
Cc1oc2c(F)c(F)c(F)c(F)c2c1C(=O)Oc1ccc(Br)cc1 | 101 | -0.3
CCCc1nc(SC)ncc1C(=O)NCc1ccc(F)cc1 | 102 | -0.4
O=C1c2ccccc2C(=O)N1CCC(=O)N(C1CCCCC1)C1CCCCC1 | 104 | 0.5
S=c1[nH]nc(CSCc2cccc3ccccc23)n1C1CCCCC1 | 99 | -0.8
CCCOc1ccc(C2c3c(oc4ccccc4c3=O)C(=O)N2c2nnc(C(C)C)s2)cc1 (stereo unspecified) | 108 | 0.8
CCc1cc(=O)oc2c(C)c3occ(C)c3cc12 | 102 | 0.1
Nc1c2c(nc3ccccc13)N(Cc1ccccc1)CC2 | 101 | -0.3
CC(=O)OC12CC3CC(C1)CC(C(=O)O)(C3)C2 | 103 | 0.3
COc1ccc(-n2c(-c3cccc(OC)c3)csc2=NCc2cccnc2)cc1 | 103 | -0.2
O=C(COc1ccc2c(c1)OCO2)NC12CC3CC(CC(C3)C1)C2 | 105 | 0
c1csc(-c2csc3nc(CN4CCOCC4)nc(NC4CC4)c23)c1 | 108 | 0.9
CCOC(=O)Cc1c(C)nc2c(-c3ccc(OC)c(OC)c3)c(C)nn2c1C | 102 | -0.4
Cc1c(Cl)cnc(NC(=O)COC(=O)COc2ccc3c4c(c(=O)oc3c2)CCC4)c1Cl | 109 | 0.6
CCOC(=O)CSc1nc2ccccc2c(=O)n1-c1ccc(C(=O)NCCOC)cc1 | 107 | 0.3
O=C(CCSc1nc(-c2ccco2)cc(C(F)(F)F)n1)NCc1ccco1 | 101 | 0.2
Cc1ccc(S(=O)(=O)C(CNC(=O)c2c(F)cccc2F)c2ccco2)cc1 (stereo unspecified) | 106&103 | 0.6&0.4
C=CCn1c(/N=C/c2ccc(OC)cc2)nc2ccccc21 | 104 | 0.6
O=C(/C=C/c1ccc(Cl)cc1)Nc1nccs1 | 102 | 0.2
CN1C(=O)C2(c3ccccc31)N(c1ccc(F)c(Cl)c1)C(=O)CS2(=O)=O (stereo unspecified) | 109 | 0.6
O=C1NC(=O)NC(=C/C=C/c2ccc(-c3ccc(Cl)cc3Cl)o2)N1 | 102 | 0
CC(Cc1ccccc1)[n+]1cc(N)on1 (stereo unspecified) | 96 | -1.2
O=C(Nc1ccccc1C(=O)N1CCOCC1)c1ccccc1 | 103 | 0.3
COc1ccccc1CCn1cc(C#N)c(=O)[nH]c1=O | 99 | -0.9
COc1cccc(-n2c(SCC(N)=O)nc3c(oc4ccccc43)c2=O)c1 | 103 | -0.4
Cc1ccc(S(=O)(=O)N2CCCC(NC(=O)N3CCCCC3C)C2)cc1 (stereo unspecified) | 102 | -0.1
NC(=O)C1CCN(C(=O)c2ccc3c(=O)n4c(nc3c2)CCCC4)CC1 | 101 | -0.4
CSc1ccc(-c2nc3ncccn3c2Nc2ccc(C)c(C)c2)cc1 | 111 | -0.3
Cc1ccc(Cl)cc1N1CCN(CCCNC(=O)CN2C(=O)CSc3ncccc32)CC1 | 102 | 0
Cc1cc(C(=O)OC(C)C(=O)Nc2cccc(C(F)(F)F)c2)c(C)o1 (stereo unspecified) | 105 | 0.3
Cc1ccc(C)c(S(=O)(=O)c2n[nH]n3c2nc(=O)c2sccc23)c1 | 101 | 0
CC1CCOC2(CCC(C(C)(C)C)CC2)O1 (stereo unspecified) | 99 | -0.1
NC(=S)c1cccs1 | 103 | 0.2
Cc1ccccc1OCCSc1nnc(-c2cccs2)o1 | 109 | 0.2
Cc1cc(C)cc(OCC(=O)NCC(c2ccc(Cl)cc2)N2CCCCC2)c1 (stereo unspecified) | 113 | 0.9
CC(=O)Nc1ccc(NC(=O)[C@@H]2CCCC[C@@H]2C(=O)O)cc1 | 104 | 0.6
O=C1CC(c2nnc(Cc3ccccc3Cl)o2)CN1c1ccccc1 (stereo unspecified) | 101 | -1.1
Cc1cccc(-n2cnc3cc(C(=O)NCc4ccccc4Cl)ccc32)c1 | 101 | -1.4
COC(=O)C(F)(F)Sc1c(C)[nH]c2ccccc12 | 104 | 0.5
O=C(Nc1cccc(Cl)c1)NC1(C(=O)Nc2ccc3c(c2)OCCO3)CCCCC1 | 103 | 0.2
Cc1ccc2onc(CC(=O)Nc3cc(F)ccc3F)c2c1 | 112 | 1
O=C(NCCc1ccc(Cl)cc1)c1ccc2c(Cl)c3c(nc2c1)CCCC3 | 96 | -3
CC(=O)Nc1ccc(S(=O)(=O)N2CCCC2C(=O)O)cc1 (stereo unspecified) | 102 | 0.1
CC1CCCCC1N(C)C1CCN(CCNC(=O)/C=C/c2ccccc2)CC1 (stereo unspecified) | 100 | -0.7
O=c1sc2ccccc2n1CCOc1ccccc1 | 98 | -1.9
O=C(NCCN1CCN(c2nccc(C(F)(F)F)n2)CC1)NC1CCCCC1 | 106 | 0.7
COC(=O)c1ccc(S(=O)(=O)NCc2cccc(OC)c2)n1C | 102 | 0.2
O=C(NCc1ccccc1)c1nn(-c2ccccc2)nc1CO | 113 | 1.5
Cc1nn(Cc2ccc(F)cc2)c(C)c1NC(=O)c1cnn2c1NC(c1ccco1)CC2C(F)(F)F (stereo unspecified) | 102 | 1.2
N#Cc1ccc(CN2C(=O)c3ccccc3C2=O)cc1 | 99 | -0.6
Cc1ccc(CNC(=O)C2CCN(C(=O)c3ccc(-n4ccc5ccccc54)s3)CC2)cc1 | 104 | -0.5
COc1ccc(C2N=C(c3ccccc3C)NO2)cc1O (stereo unspecified) | 102 | 0
CCOC(=O)c1c(N)n(-c2cccc(C)c2C)c2nc3ccccc3nc12 | 106 | 0.3
CCCCSc1ncn[nH]1 | 100 | -0.5
Cc1ccc(-n2ccnc(NCCc3ccc(S(N)(=O)=O)cc3)c2=O)cc1C | 105 | -0.4
CCn1cc(C(=O)c2ccccc2O)cc1-c1nc2cc(Cl)ccc2c(=O)[nH]1 | 98 | -0.7
Cc1ccccc1C(=O)NC(=S)Nc1ccc(-c2nc3ccccc3o2)cc1 | 100 | -0.3

New compounds follow.
SMILES | Polio RdRp inh | Polio RdRp inh FP z-score
CC(=O)Nc1cc(C(=O)NCCN(C)C)ccc1Sc1ccc(C)cc1 | 102 | 0.3
Cc1sc2nc(CC(=O)NN)[nH]c(=O)c2c1C | 97 | -1
COc1ccc(-c2ccc(CNC3CC3)o2)cc1Cl | 103 | 0.2
Cc1cc(C)c(NC(=O)CCN2CCCCC2)c(C)c1 | 107 | 0.6
CCCCNC(=O)c1cnn(-c2cccc(F)c2)c1-n1cccc1 | 101 | 0.1
CCN(CC)C1=N/C(=C/c2ccccc2)C(=O)N1c1ccc(Cl)cc1 | 101 | 0
NS(=O)(=O)c1ccc(CNC(=O)c2ccc(=O)[nH]c2)cc1 | 100 | -0.4
N#Cc1ccccc1NC(=O)C(=O)NCC(c1ccc2c(c1)OCO2)N1CCN(c2ccccc2)CC1 (stereo unspecified) | 111 | 0.9
CCCCNC(=O)c1cnc2n(c1=O)CCS2 | 102 | 0.4
Cc1cc(NC(=O)NC2CC(=O)N(C3CCCC3)C2)ccc1Br (stereo unspecified) | 102 | 0.1
CC1CCN(c2cc3c(cc2F)c(=O)c(S(=O)(=O)c2ccc(Cl)cc2)cn3C)CC1 | 102 | -1.3
O=C(c1cn[nH]c1)c1cc(F)ccc1O | 102 | 0.1
O=C(Cn1cnc2ccccc21)OCc1ccc(Br)cc1 | 99 | -0.2
O=C(Cn1cnc(S(=O)(=O)N2CCCCC2)c1)Nc1ccccc1 | 101 | 0
Cc1ccc(CNC(=O)c2cccc(Nc3nc4ccccc4n4cnnc34)c2)cc1 | 102 | -0.1
O=P(C1=C(N2CCOCC2)/C(=C\c2ccccc2)CC1)(N1CCOCC1)N1CCOCC1 | 101 | -0.1
CSc1ncccc1C(=O)OCc1ccccc1F | 106 | 0.3
COc1ccc(C2CC(=O)NC(NC(=O)CN3C(=O)c4ccccc4C3=O)=N2)cc1 (stereo unspecified) | 100 | -0.1
CCn1c(-c2ccc3c(c2)OCCO3)cnc1SCC(=O)c1ccc(CNC(C)=O)s1 | 101 | -0.1
Cn1c(=O)c2sccc2n2c(CCCC(=O)Nc3ccc(Oc4ccccc4)cc3)nnc12 | 113 | -0.2
N#CCCCSc1nnc(Cc2ccc3c(c2)OCO3)o1 | 99 | -0.8
Cc1ccc(NC(=O)CSc2ncnc3c2sc2ccccc23)cc1C | 104 | -0.8
